Source: PubChem BioAssay
Lipid storage S3: qHTS Assay for Lipid Storage Modulators in Drosophila S3 Cells; actives 0.64% (n = 320,000); Drosophila S3 cells, BODIPY lipid droplet fluorescence, 18-24 h; cells fed with added oleic acid; Potency in µM for hits, for the others lipid storage change, negative = inhibition, % at the top dose, mostly 46.1 µM; AID 2685; active = well fitted inhibition curve with a large enough effect in the signal ratio, with a control signal flat, not every such curve was filed as active; inconclusive = small, poorly fitted or top-dose-only effect, or effect the other way, or a change in a side signal; the % refers to the signal ratio
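Drosophila S3 cells loaded with oleic acid (400 uM, as added) and compounds at several concentrations; lipid droplets imaged by 488-nm laser-scanning cytometry, 500–530 nm intensity and object ratio to cell channel. Percent activity normalized to 20 uM Triacsin C.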
Lipid storage S3 cell count max: further read-out of Lipid storage S3, marked with its call; cell number change, %; measured here: cell count max response;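 cells counted by Cell Tracker Red CMTPX staining in the red channel; peak over a dose series mostly up to 46.1 µM; percent activity relative to internal control wells on each plate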
* marks the source's active call; other numbers are inactive results; i = inactive; ? = inconclusive; / = not tested or not shown; [ ] = dose if it differs, or a comment. % is scaled to controls: 0 for no effect and ±100 for the full control effect; potency is read from the fitted curve at half-maximal effect. The list is partial. The share of hits here may be higher or lower than overall.

Sample of the layout, four compounds:
SMILES | Lipid storage S3 | Lipid storage S3 cell count max
Cc1cc(SCc2ccc(Cl)cc2)nc(=O)[nH]1 | ? | /
COc1ccc(CN(C)C(=O)CCN=C2NS(=O)(=O)c3ccccc32)c(OC)c1 | ? | /
CCOc1ccccc1/C=N/NC(=O)c1nnn(-c2nonc2N)c1CN1CCC(C)CC1 | ? | /
COc1cc(C(C2C(=O)CC(C)(C)CC2=O)C2C(=O)CC(C)(C)CC2=O)cc(OC)c1OC | i | /

The list itself, previewed entries included:
SMILES | Lipid storage S3 | Lipid storage S3 cell count max
Cc1cc(SCc2ccc(Cl)cc2)nc(=O)[nH]1 | ? | /
COc1ccc(CN(C)C(=O)CCN=C2NS(=O)(=O)c3ccccc32)c(OC)c1 | ? | /
CCOc1ccccc1/C=N/NC(=O)c1nnn(-c2nonc2N)c1CN1CCC(C)CC1 | ? | /
COc1cc(C(C2C(=O)CC(C)(C)CC2=O)C2C(=O)CC(C)(C)CC2=O)cc(OC)c1OC | i | /
COc1cc(NS(=O)(=O)c2cc(C(=O)N3CCN(C(C)=O)CC3)ccc2OC)cc(OC)c1 | ? | /
O=C(Cn1cncn1)c1ccc(Cl)cc1 | -2% | 15
Cc1[nH]c2ccccc2c1C(=O)CN1CCN(c2ccc(Cl)cc2)CC1 | ? | /
CC1(C)Cc2c(C#N)c(SCC(=O)c3ccccc3)nc(N3CCOCC3)c2CS1 | i | /
COc1ccc(-c2c(C)[nH]n3c(=O)c(Cc4ccccc4)c(C)nc23)cc1OC | 23% | 18
Cc1nnc(NC(=O)c2ccc(-c3ccc([N+](=O)[O-])cc3)o2)s1 | ? | /
Cc1cccc2c(C(=O)n3cccn3)cc(-c3ccccc3Cl)nc12 | 18% | 6
Cc1cc(C)n(CC(=O)O)c(=O)c1[N+](=O)[O-] | ? | /
O=C(Cc1ccccc1)N1N=C(c2ccncc2)CC1(O)C(F)(F)F (stereo unspecified) | 2% | 2
O=C(CCN1C(=O)c2ccccc2S1(=O)=O)Nc1cccc2ccccc12 | ? | /
Cc1cc(NC(=O)CSc2nnnn2-c2ccc(C(C)C)cc2)no1 | i | /
Cc1onc(-c2ccccc2)c1C(=O)N1CCOCC1 | ? | /
COc1ccc(NC(=O)CC2C(=O)N(c3ccc(Cl)cc3)C(=S)N2NC(=O)c2cccc(F)c2)cc1 (stereo unspecified) | ? | /
O=C(Cc1ccc(S(=O)(=O)N2CCOCC2)s1)Nc1nc2c(s1)CCCC2 | ? | /
O=c1cnnc(NCc2ccccc2)[nH]1 | ? | /
CCc1cc(C(=O)N2CCN(S(=O)(=O)c3ccccc3F)CC2)sc1C | ? | /
COc1cccc2c(=O)cc(C)n(CC(=O)Nc3cccc(C)c3)c12 | ? | /
N#Cc1ccccc1CN1C(=O)S/C(=C/c2cccn2-c2cccc(C(=O)O)c2)C1=O | -9% | /
c1ccc(Oc2c3ccccc3nc3ccccc23)cc1 | 17% | 14
CC(=O)C1=C(O)C(=O)N(CCC(=O)O)C1c1ccccc1Cl (stereo unspecified) | ? | /
O=S(=O)(c1cccc(-c2cn3ccccc3n2)c1)N1CCCC1 | ? | /
CC1CN(c2nc3ccccc3nc2SCC(=O)Nc2ccc(F)cc2)CC(C)O1 (stereo unspecified) | 21µM* | 22*
Fc1ccccc1-c1n[nH]c(=S)n1/N=C/c1c[nH]c2ccccc12 | ? | /
CCC1(CC)C(=O)N(C)C(=O)NC1=Nc1ccccc1 | ? | /
NS(=O)(=O)c1ccc(CNC(=O)c2cc(=O)c3cc(Cl)ccc3o2)cc1 | -1% | -18
Cc1ccc(-c2ccc(CCC(=O)O)n2-c2ccc(O)cc2)cc1 | -9% | -20
CC(C)Cc1nc2n[nH]c(N)c2c2c1CCCC2 | ? | /
CC(C)C[C@H](NC(=O)c1[nH]cnc1C(=O)Nc1ccc(CNC(=O)OC(C)(C)C)cc1)C(=O)OCc1ccccc1 | -13% | -3
CCCCn1c(CCC(=O)O)nc2cc(S(=O)(=O)N(C)C)ccc21 | ? | /
Cc1ccc(C(=O)N2CCSCC2)cc1 | ? | /
CCOc1ccccc1NC(=O)CN1C(=O)CSC(C)C1=O (stereo unspecified) | ? | /
O=C(CC(C(=O)O)c1ccc(F)cc1)c1ccc(Cl)cc1 (stereo unspecified) | 2% | 8
N/C(=N\OC(=O)COc1ccc(Cl)cc1Cl)c1ccncc1 | -3% | -2
COC(=O)c1ccc(-c2noc(CN(C)CC3CCCCO3)n2)cc1 (stereo unspecified) | -7% | /
CCOC(=O)Cn1c(=O)oc2cc(S(=O)(=O)N3CCCC(C(=O)OCC)C3)ccc21 (stereo unspecified) | ? | /
CCOC(=O)c1c(NC(=O)CSc2nnc(CNc3ccc(F)cc3)o2)sc(C)c1C | ? | /
CCCCC1C2C(=O)N(c3ccc(C)cc3)C(=O)C2ON1c1ccccc1 (stereo unspecified) | 1% | 7
O=C(CN1CCN(c2ncccn2)CC1)Nc1ccccc1C(F)(F)F | ? | /
COc1cccc(/C=N/NC(=O)c2ccccc2)c1OS(=O)(=O)c1ccccc1 | ? | /
CCOc1ccc(NC(=O)COc2ccc3c(c2)OCO3)cc1 | ? | /
Cc1cccc(C(=O)NCC(=O)OC(C)C(=O)Nc2ccc(Cl)cn2)c1 (stereo unspecified) | -14% | /
Cc1c(C(N)=O)sc2ncn(CC(=O)NCCc3ccccc3)c(=O)c12 | 15% | 12
Cc1ccc(O)c(/C=N/NC(=O)c2[nH]ncc2Br)c1 | ? | /
Cc1cc(C(=O)N/N=C/c2ccc([N+](=O)[O-])s2)c2ccccc2n1 | ? | /

Five entries from above, set out differently.
Molecule	Lipid storage S3	Lipid storage S3 cell count max
CCOC(=O)Cn1c(=O)oc2cc(S(=O)(=O)N3CCCC(C(=O)OCC)C3)ccc21 (stereo unspecified)	?	/
CCOC(=O)c1c(NC(=O)CSc2nnc(CNc3ccc(F)cc3)o2)sc(C)c1C	?	/
CCCCC1C2C(=O)N(c3ccc(C)cc3)C(=O)C2ON1c1ccccc1 (stereo unspecified)	1%	7
O=C(CN1CCN(c2ncccn2)CC1)Nc1ccccc1C(F)(F)F	?	/
COc1cccc(/C=N/NC(=O)c2ccccc2)c1OS(=O)(=O)c1ccccc1	?	/

Next compounds
SMILES | Lipid storage S3 | Lipid storage S3 cell count max
O=C(COC(=O)/C=C/c1ccc(OC(F)F)cc1)NC1CCCCC1 | -21%[0.0737 µM] | -11
CCCC(C)NC(=O)C1CC(=O)N(CCc2ccc(F)cc2)C1 (stereo unspecified) | -21% | -3
COc1ccc(NC(=O)N2CCN(S(C)(=O)=O)CC2)cc1 | ? | /
CCCCN(C(=O)CSc1nnc(-c2ccc(Cl)cc2)o1)c1c(N)n(CC(C)C)c(=O)[nH]c1=O | ? | /
Cc1ccsc1CNC1C2CC3CC(C2)CC1C3 (stereo unspecified) | 1% | 2
COc1ccc(CC(=O)NCC(=O)N/N=C/c2cc(Br)ccc2OC)cc1 | 16% | 14
C/C(=N\NC(=O)c1ccc(CSc2nncn2C)cc1)c1ccc(C#N)cc1 | ? | /
C(=N\n1cnnc1)/C1CCCCC1 | ? | /
Cc1ccc(C)c(NC2=NS(=O)(=O)c3ccccc32)c1 | ? | /
COC(=O)c1c(NS(=O)(=O)c2ccc(C)cc2)sc2c1CCC(C)C2 (stereo unspecified) | 14% | -2
C/C(=N\N=C(c1ccccc1)c1ccccc1)c1cccs1 | ? | /
CCOc1ccc2c(c1)N(C(=O)CN1C(=O)CCC1=O)C(C)(C)C=C2C | ? | /
CC(=O)Nc1ccc(C(=O)Cn2nnc3ccccc3c2=O)cc1 | 24% | /
Cc1cc(C)cc(NC(=O)N2CCCCCCC2)c1 | -9%[9.22 µM] | -17
COc1ccc(-c2cc(C(=O)N3CCN(C(c4ccccc4)c4ccccc4)CC3)no2)cc1 | ? | /
COc1cccc(CNC(=O)CCNC(=O)c2ccc(Br)o2)c1 | i | 10
CCCCOc1ccc(/C=C/C(=O)OCC(=O)N2CC(=O)Nc3ccccc32)cc1OCC | 1% | -7
CCOc1ccccc1NC(=O)CSc1nnc(-c2cnccn2)n1C | ? | /
Cc1ccc(Nc2ncnc3sc(C)c(C)c23)cc1C | ? | /
Cc1ccccc1OCC(=O)NCC1CCCO1 (stereo unspecified) | ? | /
CCN(Cc1ccccc1)C(=O)c1cc2c(OC)c(OC)c(OC)cc2[nH]1 | 4% | -3
Cc1ccc(NC(=O)c2sc(C)nc2C)c(C)c1 | 7% | 26
CC(=O)c1ccc(NC(=S)NCC(c2ccco2)N2CCCC2)cc1 (stereo unspecified) | ? | /
CCOC(=O)C1=C(c2ccccc2)O/C(=C(\C(=O)OC)C(F)(F)F)S1 | ? | /
Cc1cc(C)n2c(SCC(C)C)nnc2n1 | -18% | -1
Cc1ccc(NC(=O)c2ccccc2OCC(=O)Nc2ccccc2F)cc1S(=O)(=O)N(C)C | ? | /
Cc1ccc(CNC(=O)CCCn2c(=O)[nH]c3ccccc3c2=O)cc1 | ? | /
CCc1ccc(N(CC(=O)Nc2ccccc2C(=O)N2CCCC2)S(C)(=O)=O)cc1 | 19% | -6
O=C(OCC(=O)N1CCN(C(=O)c2ccco2)CC1)c1cc(-c2cccc(Br)c2)nc2ccccc12 | ? | /
N/C(=N\OC(=O)c1cccc([N+](=O)[O-])c1)c1cccnc1 | 10% | 1
CCOC(=O)C1=C(COC(=O)c2cccs2)NC(=O)NC1C (stereo unspecified) | ? | /
Cc1ccc(C)c(NC(=O)CN(C)C(=O)Cc2ccc(Cl)cc2Cl)c1 | i | /
Cc1ccc(NC(=O)CSc2nc(=O)n(CCCN3CCOCC3)c3c2CCCC3)cc1F | ? | /
CCCn1c(=O)c(C(=O)NCc2ccccc2Cl)c(O)c2ccccc21 | ? | /
CC(=O)N1CCN(c2nc(CC(C)C)c3c(c2C#N)CCC3)CC1 | ? | /
COCC(=O)NCCc1ccc(S(N)(=O)=O)cc1 | ? | /

Taken from the entries so far, two compounds:
SMILES | Lipid storage S3 | Lipid storage S3 cell count max
Cc1cc(C)n2c(SCC(C)C)nnc2n1 | -18% | -1
Cc1ccc(NC(=O)c2ccccc2OCC(=O)Nc2ccccc2F)cc1S(=O)(=O)N(C)C | ? | /

(continued)
SMILES | Lipid storage S3 | Lipid storage S3 cell count max
O=S(=O)(Cc1cc(NCc2ccccc2)nc(-c2ccncc2)n1)c1ccccc1 | 24%[9.22 µM] | /
CCOC(=O)N1CCC(NC(=O)Cn2cc3c(n2)CCCCC3)CC1 | ? | /
CN1C(=O)C(CC(=O)NC2CCCCC2)N(C)C1=O (stereo unspecified) | ? | /
CC1(C)C2CC=C(/C=N/NC(=O)C3CC3)C1C2 (stereo unspecified) | ? | /
Cc1ccc(/C=N/NC(=O)c2nnn(-c3nonc3N)c2-c2ccc3c(c2)OCO3)s1 | -8% | -2
O=c1c2c(nc3cc(-c4cccc(Cl)c4)[nH]n13)CCC2 | -11% | -20
Cn1c(C(=O)N2CCCC(C(=O)NCc3ccccc3)C2)cc2sccc21 (stereo unspecified) | 2% | -18
CC(=O)CC(C)(C)NC(C)=S | 13% | 3
Cc1ccc(NP(=O)(c2ccc(N(C)C)cc2NC(=O)c2cccs2)N2CCOCC2)cc1 (stereo unspecified) | -2% | -8
CO/N=C1\CCn2c1c(C)c1ccccc12 | 6% | 2
Cc1cc(C)c2c(c1)cc(C)c1nnc(SCC(=O)Nc3cc(C)on3)n12 | ? | /
COc1ccccc1CNC(=O)C(=O)NCCC1CCCCN1S(=O)(=O)c1cccs1 (stereo unspecified) | i | -3
O=C(COC(=O)CNC(=O)c1ccc([N+](=O)[O-])o1)Nc1ncc(Cl)cc1Cl | 20% | -16
COc1ccc(/C=C2\CCC/C(=C\C=N\N(C)C)C2=O)cc1 | ? | /
Cc1c(Cc2ccccc2)c(=O)oc2cc(O)ccc12 | ? | /
O=C(Nc1ccc(N2CCN(C(=O)c3ccco3)CC2)cc1)c1cccs1 | 6% | 1
CCCCn1c2nc3ccccc3nc2c2c(=N)oc(C)nc21 | 19% | -17
Cc1cc(C(=O)N/N=C/c2cccc(OC(=O)c3cccc(Br)c3)c2)n[nH]1 | ? | /
COc1ccc(C)cc1S(=O)(=O)Nc1ccc(-n2c(C)nc3ccccc3c2=O)cc1 | ? | /
CCCOc1ccc(/C(O)=C2/C(=O)C(=O)N(c3cc(C)on3)C2c2ccc(C(=O)OC)cc2)cc1 (stereo unspecified) | -4% | 4
CCCCN(CC)S(=O)(=O)N1CCC(C(=O)NCCCN2CCOCC2)CC1 | 10% | -13
CN(C(=O)c1ccccc1C(=O)OCC(=O)c1ccc(F)c(F)c1)C1CCCCC1 | -4%[0.0737 µM] | /
CS(=O)(=O)N1Cc2ccccc2CC1C(=O)O (stereo unspecified) | -20% | -6
CC(C)CC(=O)Nc1nc(-c2ccc(S(=O)(=O)N3CCOCC3)cc2)cs1 | ? | /
Cc1cccc(NC(=S)NC2CC3CCCC(C2)N3Cc2ccccc2)c1C (stereo unspecified) | 16% | 1
O=C(CN1N=C(c2ccc(Cl)cc2)CCC1=O)NCCN1CCc2ccccc2C1 | ? | /
CN(C(=O)c1ccc(=O)n(Cc2ccc(Cl)cc2)c1)c1ccccc1 | 10% | 16
CN(Cc1ccon1)C(=O)CC1C(=O)NCCN1Cc1cccc(Oc2ccccc2)c1 (stereo unspecified) | 21% | 5
COc1ccccc1C(=O)NCC(=O)NCCC(c1ccccc1)c1ccccc1 | ? | /
COc1ccc(/C=C/C(=O)Nc2cc(S(=O)(=O)N3CCOCC3)ccc2N2CCCC2)cc1OC | ? | /
CN=C(NC1CCCCC1)c1ccc([N+](=O)[O-])cc1 | ? | /
